Screening data deposited in PubChem by Sanford-Burnham Center for Chemical Genomics.
tim10-1 inh: growth inhibitors of tim10-1 mutant yeast, primary screen, luminescence, uHTS. AID 463190, 2010. inhibition, % at 20 µM. actives 2.2% (n = 330,000). S. cerevisiae tim10-1 ts strain growth, BacTiter-Glo, 24 h;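 active means inhibition of at least 40%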;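 further: mutant grown at 25 °C; 0% = DMSO wells with yeast and 100% = wells holding no yeast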
NALP3 yeast inh: NALP3 inflammasome inhibitors in reconstituted yeast, primary screen, luminescence, uHTS; Yeast reconstituted NLRP3/ASC/caspase-1, beta-gal luminescence, 24 h; inhibition, % at 10 µM; actives 0.39% (n = 330,000); AID 2825, 2010;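 active means inhibition of 50% or more; inactive means inhibition below 50%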;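 further: plate controls were induced DMSO wells for no effect and uninduced yeast grown without galactose for full effect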
APJ agonist: agonists of human apelin receptor APJ, primary screen, CHO-K1 cells, PathHunter beta-arrestin, luminescence; P35414; 0% DMSO wells, 100% apelin; activation, % at 20 µM; actives 0.11% (n = 330,000); AID 2520, 2010;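 active means activation more than six SD over the plate average, tested at 20 µM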;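 further: 0% = DMSO alone and 100% = apelin-13 at 10 nM; some results filed as inactive read as strong as hits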
Target sequence (P35414 whole entry, looked up): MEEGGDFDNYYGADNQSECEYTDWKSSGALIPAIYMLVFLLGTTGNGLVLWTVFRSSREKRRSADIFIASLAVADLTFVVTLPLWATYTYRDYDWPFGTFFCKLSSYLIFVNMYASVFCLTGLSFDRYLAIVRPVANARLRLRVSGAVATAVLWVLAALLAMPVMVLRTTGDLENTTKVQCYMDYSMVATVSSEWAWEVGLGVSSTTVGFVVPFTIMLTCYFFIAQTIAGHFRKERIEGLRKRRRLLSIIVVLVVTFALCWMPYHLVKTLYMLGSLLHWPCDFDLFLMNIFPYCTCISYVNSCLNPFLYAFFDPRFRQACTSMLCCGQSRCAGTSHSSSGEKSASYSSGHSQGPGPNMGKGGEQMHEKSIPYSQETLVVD
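Assay system – PathHunter CHO-K1 APJ (AGTRL-1) beta-arrestin reporter cells · Compound – one dose, 20 µM compound, 1% DMSO · Timing – compound 90 min 25 °C, reagent 1 h · Measured by – luminescence from split beta-galactosidase complementation, Galacton Star/Emerald II substrate · Measure – beta-arrestin recruitment to APJ as agonist activity, luminescent signal · Benchmarks – DMSO vs Apelin-13 10 nM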
GRIN3A LBD mod: binders of NR3A ligand-binding domain, primary screen, biophysical, differential scanning fluorimetry, uHTS. Glutamate receptor ionotropic, NMDA 3A (GRIN3A) ligand-binding domain. NR3A LBD differential scanning fluorimetry, Tm shift; 0% = protein alone, 100% = glycine-bound protein. Tm shift relative to glycine control, % at 25 µM. actives 2.5% (n = 340,000);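 active means melting temperature shift of at least 10% of the positive control shift, at one fixed dose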
TIM10 inh: growth inhibitors of isogenic TIM10 control yeast, primary screen, counter-screen for tim10-1 yeast inhibitor project, luminescence, uHTS | AID 463195, 2010 | S. cerevisiae TIM10 strain growth, BacTiter-Glo luminescence, 24 h | actives 1.4% (n = 330,000) | inhibition, % at 10 µM;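 active means inhibition of 40% or more at the single tested concentration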;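 further: wild-type TIM10 isogenic control strain grown at permissive 25 °C; 0% = DMSO yeast wells and 100% = minimal medium wells without yeast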
beta cell repl: inducers of MIN6 beta-cell proliferation, primary screen, ATP luminescence, uHTS. actives 0.29% (n = 330,000). MIN6 cells proliferation, ATPlite luminescence, 48 h; cells starved in 0.2% serum; 100% = growth in 10% serum. proliferation, % at 10 µM;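 active means compounds whose signal lies at least 3.5 SD above the mean of all wells on their plate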;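 further: 0% = DMSO-treated cells in low-serum medium and 100% = 10% serum control; some compounds called inactive have numbers as strong as hits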
MPTP inh: mitochondrial permeability transition pore inhibitors, primary screen, biochemical, isolated mouse mitochondria, absorbance | Ca2+ swelling absorbance, 30 min | AID 602449, 2012 | inhibition, % at 10 µM | actives 1.4% (n = 360,000);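 active means inhibition of 50% or more, scaled per plate between neutral and stimulator controls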;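 further: 0% = DMSO wells given calcium and 100% = 1 mM EGTA wells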
APJ antag: antagonists of human apelin receptor APJ, primary screen, CHO-K1 cells, beta-arrestin complementation, luminescence; P35414; actives 0.32% (n = 330,000); inhibition, % at 20 µM;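 active means inhibition above about 40% at 20 µM, limit read from the data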;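 further: cells challenged with 10 nM apelin-13 agonist together with compound; plate controls were apelin-13 plus DMSO wells for no effect and DMSO wells lacking apelin-13 for full effect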
tim23-1 inh: growth inhibitors of tim23-1 mutant yeast, primary screen, luminescence, uHTS; inhibition, % at 20 µM; AID 463212, 2010; actives 1.3% (n = 330,000); S. cerevisiae tim23-1 growth, BacTiter-Glo luminescence, 24 h;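 active means growth inhibition of the mutant yeast at or above 50%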;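 further: temperature-sensitive mutant grown at 25 °C; plate controls were DMSO-treated mutant yeast for no effect and medium wells lacking yeast for full effect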
The depositor's hits bear a star; nt = no result given.

SMILES | tim10-1 inh | NALP3 yeast inh | APJ agonist | GRIN3A LBD mod | TIM10 inh | beta cell repl | MPTP inh | APJ antag | tim23-1 inh
COc1cccc(C(=O)N=c2sc3cc(S(C)(=O)=O)ccc3n2C)c1 | -6 | 16 | -1 | 2 | 13 | -3 | -0.9 | 10 | -7
CCN(CCC#N)c1ccc(/C=N/Nc2nc(C)cc(=O)[nH]2)c(C)c1 | 5 | -6 | -1 | -6 | 4 | -3 | 1.1 | 17 | -2
O=c1c2oc3ccccc3c2ncn1Cc1ccccc1F | 37 | 33 | -3 | 1 | 27 | -2 | -0.3 | -8 | 22
Cc1cc(C)cc(NC2=NCC(=O)N2Cc2ccccc2)c1 | 6 | -49 | -2 | 0 | 5 | -5 | 0.0 | 0 | 20
Cc1cc2nn(-c3cccc4ccccc34)nc2cc1N | 26 | 2 | 5 | -2 | 22 | -1 | -0.2 | -44 | 28
O=C(O)CC(NC(=O)C12CC3CC(CC(C3)C1)C2)c1cccc(Cl)c1 (stereo not given) | 15 | -8 | -3 | -2 | -8 | 0 | 0.0 | 6 | 11
CCOC(=O)c1ccc(NC(=O)CC2COc3ccccc3O2)cc1 (stereo not given) | 41* | 37 | -2 | -17 | 22 | -2 | 0.8 | 19 | 47
COc1ccc2c(c1)cc(C(=O)N[C@H](C(=O)N1CCC[C@H]1C(=O)O)C(C)C)n2C | -1 | 2 | -2 | -2 | 1 | -1 | 0.2 | -56 | 12
O=C(COC(=O)c1ccc2c(c1)S(=O)(=O)c1ccccc1C2=O)NC1CC1 | 12 | 11 | -1 | 0 | -4 | -1 | -0.6 | -45 | 5
Cc1ccn2cc(C34CC5CC(CC(C5)C3)C4)nc2c1 | 19 | 7 | -5 | 1 | -3 | -4 | -0.4 | 23 | -8
CCOC(=O)c1c(CSc2ccc(C)cc2)n(C)c2cc(Br)c(O)c(CN(C)C)c12 | 41* | 18 | -4 | 2 | 37 | -6 | 0.6 | -2 | 36
CCN1C(=O)/C(=C2/Sc3ccccc3N2CC)S/C1=N\c1ncn[nH]1 | 28 | -4 | 2 | 1 | 27 | 1 | 0.4 | 8 | 25
O=C(c1cc(-c2cccc(Cl)c2)on1)N1CCCC1 | -15 | 59* | -2 | 0 | 8 | 2 | -0.3 | 6 | 18
CCCCCC(=O)Cc1cc(O)cc2c1C(=O)Oc1cc(O)c(C(=O)O)c(CCCCC)c1O2 | 28 | 5 | -1 | 3 | 15 | -6 | nt | -20 | 24
NC(=O)c1ccc2c(=O)n3c(-c4cccs4)csc3nc2c1 | 14 | 10 | 7 | 1 | 10 | 6 | -1.3 | 10 | 8
COc1cc(OC)c(OC)cc1/C=C1/Cc2ccccc2C1=O | -3 | 12 | -2 | 0 | 6 | 0 | 1.3 | 9 | -2
N#Cc1c(-c2ccco2)c2c([nH]c1=S)CCCC2 | 13 | 10 | -4 | 1 | 1 | -1 | -4.3 | 2 | 19
CCOc1ccc2nc(NC(=O)C34CC5CC(CC(NC(C)=O)(C5)C3)C4)sc2c1 | 22 | 6 | -4 | -2 | 23 | -3 | 2.0 | 17 | 17
NC(=O)c1ncc(C(F)(F)F)cc1Oc1cccnc1 | -8 | 15 | -3 | -2 | 6 | -3 | 1.2 | 18 | 5
CCc1ccc(OC(C)C(=O)Nc2ccccc2C(=O)N2CCOCC2)cc1 (stereo not given) | 7 | 9 | -5 | 7 | 4 | 0 | -0.1 | 8 | -3
CCN(CC)C(=O)C1CCC(CNS(=O)(=O)c2cccc3cccnc23)CC1 (stereo not given) | -8 | 6 | 0 | 0 | 6 | -3 | -0.9 | -13 | 1
CCCN1CCN(CCCNC(=O)CN2C(=O)c3cccnc3Oc3ccc(Cl)cc32)CC1 | 3 | 17 | 0 | 0 | 13 | -1 | -0.9 | 17 | 2
O=C(CCC(=O)N1CCOCC1)Nc1nnc(C2CCCCC2)s1 | 20 | 8 | -3 | 5 | -5 | -4 | 1.1 | 5 | 4
O=C1CN(S(=O)(=O)c2cc(Cl)ccc2Cl)CCN1 | 13 | -10 | 0 | 1 | -14 | -2 | -0.8 | -1 | 8
N#Cc1cccc(NC(=O)CN2C(=O)NC3(CCCCCC3)C2=O)c1 | -7 | 15 | -4 | 1 | -7 | -3 | -1.7 | 12 | -13
CN1C(=O)C(CC(=O)NC2CCCCC2)SC1=Nc1ccccc1 (stereo not given) | 15 | 19 | -2 | 0 | -3 | -3 | 1.3 | -2 | 3
CCCCn1c(N)c(N(CC(C)C)C(=O)C2CC(=O)N(c3ccc(CC)cc3)C2)c(=O)[nH]c1=O (stereo not given) | -7 | 22 | 4 | 4 | 3 | -1 | -0.2 | -30 | 9
Cn1c2ccccc2c2cc(/C=N/NC(=O)c3ccc(O)cc3O)ccc21 | -6 | -5 | -3 | 30* | 1 | 1 | -0.6 | -4 | -1
O=C(Nc1ccc(-c2cnco2)cc1)c1ccccc1 | 6 | 26 | 2 | -14 | -11 | -1 | 1.1 | -5 | 2
Cc1cc(-c2ccccc2)n2ncnc2n1 | -9 | 6 | -1 | -1 | 29 | -2 | 1.6 | 8 | 9
COC(=O)C1=C(C(=O)c2ccccc2)C(c2ccccc2)n2nnnc2N1 (stereo not given) | 19 | 3 | -5 | 4 | -5 | -1 | 1.4 | 17 | 3
O=C(CN1CCOCC1)NCc1cc([N+](=O)[O-])ccc1O | -13 | 8 | -2 | 0 | 5 | -2 | -1.4 | 17 | -7
COCCn1c(SCC(=O)Nc2ncc(Cl)c(C)c2Cl)nc2ccccc21 | 20 | 1 | -4 | -1 | 13 | 0 | 1.8 | -9 | 27
CC1CCN(c2ccc(NC(=O)c3cccnc3Cl)cc2)CC1 | 16 | 18 | -1 | -2 | 7 | 2 | 0.8 | 3 | 16
CCNC(=O)COc1ccc(F)cc1C(=O)c1cnn(-c2ccccc2)c1 | 10 | 10 | 2 | 0 | -10 | 2 | -2.0 | -4 | 23
O=C(Nc1nc2cc3c(cc2s1)OCO3)c1cccc(N2C(=O)CCC2=O)c1 | -3 | 0 | 0 | -1 | -1 | -5 | 2.0 | 1 | -9
COc1ccc(COc2cc(-c3cccc(OC)c3)nc3ccc(NC(=O)c4ccccc4)cc23)cc1 | 9 | 12 | -1 | 0 | 19 | -3 | -1.7 | 16 | 19
O=C1c2ccccc2NC(c2ccc3c(c2)OCO3)N1O (stereo not given) | 6 | 10 | -5 | -1 | 10 | 3 | -2.8 | -6 | 8
Cc1ccc(OCC(=O)NCCNC(=O)c2ccc(C)nc2)cc1 | 18 | 3 | -2 | 1 | 7 | 0 | 1.1 | 8 | 10
CC(=O)c1c(C)[nH]c(C(=O)N2CCN(c3ccccn3)CC2)c1C | 0 | 13 | -1 | 2 | 0 | -3 | -0.2 | 8 | 2
O=C(COC(=O)c1ccc[nH]c1=O)Nc1ccc(S(=O)(=O)N2CCCC2)cc1 | -7 | -2 | -5 | 0 | -2 | -3 | 0.4 | 2 | -10
CC(=O)Nc1nc(-c2ccc(Cl)cc2)ns1 | 2 | 11 | -3 | -6 | 8 | -3 | 88* | -17 | 25
Cc1ccc(NC(=O)C2CCCN(C(=O)c3ccc(Cl)cc3)C2)cc1 (stereo not given) | 13 | 3 | 0 | -1 | 3 | -1 | -0.9 | -13 | 17
N#Cc1cc(N)ccc1Sc1ccc(Cl)cc1 | 55* | 29 | -1 | -16 | 4 | -2 | 2.0 | -16 | 69*
COc1ccc(-c2nn(-c3ccccc3)cc2/C=N/NC(=O)c2cccc(S(=O)(=O)Nc3ccccc3OC)c2)cc1 | 22 | 17 | -2 | 3 | 2 | -2 | 0.7 | -6 | 12
CCOC(=O)Cc1csc(SCc2nc3sc4c(c3c(=O)[nH]2)CCC4)n1 | 24 | 8 | -1 | -1 | 7 | -1 | 1.7 | -15 | 34
COc1ccc(/C=N/NC(=O)c2nnn(-c3nonc3N)c2-c2cccc(OC)c2)cc1 | 19 | 16 | 5 | 4 | 1 | 2 | -1.5 | 17 | 10
Cc1ccsc1C(=O)N1CCc2ccccc2C1 | 10 | 12 | -3 | -1 | 4 | -1 | 1.5 | -8 | 6
COC(=O)c1c(N2C(=O)Nc3ccccc3N2O)sc(C)c1C | 13 | -3 | -4 | 1 | 3 | -2 | -1.5 | 11 | -1
Cc1ccc(NC(=O)CSc2nsc(SCC(=O)Nc3ccc(C)cc3C)c2C#N)c(C)c1 | 9 | 12 | -1 | -1 | -9 | 3 | 7.5 | 3 | 1
CN(C)c1nc(N(C)C)nc(N2CC(CCl)OC2=N)n1 (stereo not given) | 28 | 4 | -4 | 1 | 8 | -2 | 1.3 | 12 | 15
O=C(N/N=C/c1cccnc1)c1cc(-c2cccs2)nc2ccccc12 | 15 | 8 | -2 | -4 | 17 | 1 | -0.1 | -11 | 32
O=C(O)c1ccc(CNC(=O)c2ccccc2NC(=O)c2cccc([N+](=O)[O-])c2)cc1 | 14 | 6 | -1 | 0 | -15 | -1 | 0.0 | -7 | 12
CCOc1cc(CNn2cnnc2SCC(=O)NC(C)(C)C)ccc1OCC(=O)NC(C)(C)C | 1 | -4 | -1 | 0 | 12 | 2 | -0.3 | 11 | 0
CSc1ccccc1NC(=O)COC(=O)c1c[nH]c(=O)[nH]c1=O | 0 | 1 | -2 | 2 | 23 | -3 | 1.6 | 0 | 15
O=C(NCCCn1ccnc1)C(F)(F)C(F)(F)C(=O)NCCCn1ccnc1 | 1 | 12 | -1 | 0 | -14 | 0 | -2.6 | 2 | -3
COc1ccccc1/C=C/C=N/n1c(-c2ccc(C)cc2)n[nH]c1=S | 28 | 22 | -1 | -26 | 27 | 0 | 1.0 | 12 | 17
COc1c2ccoc2c(OC)c2oc(=O)ccc12 | 4 | 25 | 0 | -2 | 5 | -2 | 0.8 | -6 | 12
COc1cc(S(=O)(=O)N2CCOCC2)c(OC)c(S(=O)(=O)N2CCOCC2)c1 | -16 | 0 | -2 | 2 | -7 | -3 | 0.2 | -9 | 2

Limited to GRIN3A LBD mod and APJ antag, for some of the entries so far:
Compound	GRIN3A LBD mod	APJ antag
CSc1ccccc1NC(=O)COC(=O)c1c[nH]c(=O)[nH]c1=O	2	0
COc1ccc(/C=N/NC(=O)c2nnn(-c3nonc3N)c2-c2cccc(OC)c2)cc1	4	17
CCOC(=O)Cc1csc(SCc2nc3sc4c(c3c(=O)[nH]2)CCC4)n1	-1	-15
Cc1ccc(NC(=O)CSc2nsc(SCC(=O)Nc3ccc(C)cc3C)c2C#N)c(C)c1	-1	3
Cc1ccsc1C(=O)N1CCc2ccccc2C1	-1	-8
